Pf Dd2 inh = Plasmodium falciparum Dd2 growth inhibition | Potency, µM (doses to about 28.9 µM), inactives show top-dose activity, negative = inhibition, hits mostly inhibitors | hit rate 4.3% among 120,000 | P. falciparum Dd2 growth, SYBR Green, 72 h; active = well fitted inhibition curve with a large enough effect; inconclusive = small, poorly fitted or top-dose-only effect; inactive = no such curve, though single readings can be large or run the other way;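 note: plate controls were DMSO vehicle for no effect and reference drug for full effect; nearly all actives have a fitted effect of over 65% in size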
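Readout: SYBR Green fluorescence, 485 nm excitation, 535 nm emission, after ~16 h lysis at 37C. Before that, Dd2-infected red cells (2.5% hematocrit) grew 72 h with compound, 29 uM top final concentration.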
Active calls of the source: *; i = inactive; ? = inconclusive; [ ] = another dose, or the depositor's remark. Potency is the fitted concentration of half-maximal effect.

SMILES | Pf Dd2 inh
Cc1c(CN(C)CC2(O)CCCN(Cc3ccc(C(C)C)cc3)C2=O)cnn1C (stereo unspecified) | ?
O=C(CCC1CCCN(S(=O)(=O)c2ccccc2F)C1)NCCN1CCOCC1 (stereo unspecified) | -17%
Cc1ccc(Cl)cc1N1CCN(S(=O)(=O)c2ccc3[nH]c4c(c3c2)CCCCC4)CC1 | ?
CCc1noc(CC2CCOC3(CCN(S(=O)(=O)c4ccccc4Cl)CC3)C2)n1 (stereo unspecified) | i
c1nnc(CC2CCCNC2)n1CC1CC1 (stereo unspecified) | 23%
COc1cccc(NC(=O)Cn2c(-c3cnccn3)nc(C)c(CCO)c2=O)c1 | i
CC(=O)N1CCC(N(C(=O)Nc2ccc(C)c(F)c2)C(C)C)CC1 | -13%
O=C(Cn1cccc1C(=O)c1ccccc1)NCc1ccccc1Cl | 17%
O=C(Cc1ccccc1Cl)N1CCCC(n2cc(-c3nc(-c4ccccc4)no3)nn2)C1 (stereo unspecified) | ?
Cc1ccc(Nc2ccc3cc(S(=O)(=O)N4CCC(C)CC4)ccc3n2)c(Cl)c1 | ?
C=CCn1c(-c2cccs2)cn2cc(C(=O)NC(CC)CO)nc2c1=O (stereo unspecified) | 1%
CN1C(=O)c2cccn2CC1CNC(=O)Nc1ccc2c(c1)OCCO2 (stereo unspecified) | -2%
Cn1nccc1CCC(=O)N[C@@H]1CCOC[C@H]1Oc1ccccn1 | -3%
O=C(c1ccn[nH]1)N1C[C@@H](COCC2CC2)[C@H](c2ccccn2)C1 | 17%
Cc1nc2scc(CC(=O)NCC(C)C)n2c(=O)c1-c1cc(C)n(-c2ccc(C(C)C)cc2)n1 | -8%

No new results follow: entries from further up.
SMILES | Pf Dd2 inh
O=C(CCC1CCCN(S(=O)(=O)c2ccccc2F)C1)NCCN1CCOCC1 (stereo unspecified) | -17%
Cc1ccc(Cl)cc1N1CCN(S(=O)(=O)c2ccc3[nH]c4c(c3c2)CCCCC4)CC1 | ?
CCc1noc(CC2CCOC3(CCN(S(=O)(=O)c4ccccc4Cl)CC3)C2)n1 (stereo unspecified) | i
c1nnc(CC2CCCNC2)n1CC1CC1 (stereo unspecified) | 23%
COc1cccc(NC(=O)Cn2c(-c3cnccn3)nc(C)c(CCO)c2=O)c1 | i
CC(=O)N1CCC(N(C(=O)Nc2ccc(C)c(F)c2)C(C)C)CC1 | -13%
O=C(Cn1cccc1C(=O)c1ccccc1)NCc1ccccc1Cl | 17%
O=C(Cc1ccccc1Cl)N1CCCC(n2cc(-c3nc(-c4ccccc4)no3)nn2)C1 (stereo unspecified) | ?
Cc1ccc(Nc2ccc3cc(S(=O)(=O)N4CCC(C)CC4)ccc3n2)c(Cl)c1 | ?
C=CCn1c(-c2cccs2)cn2cc(C(=O)NC(CC)CO)nc2c1=O (stereo unspecified) | 1%
CN1C(=O)c2cccn2CC1CNC(=O)Nc1ccc2c(c1)OCCO2 (stereo unspecified) | -2%
Cn1nccc1CCC(=O)N[C@@H]1CCOC[C@H]1Oc1ccccn1 | -3%
O=C(c1ccn[nH]1)N1C[C@@H](COCC2CC2)[C@H](c2ccccn2)C1 | 17%
Cc1nc2scc(CC(=O)NCC(C)C)n2c(=O)c1-c1cc(C)n(-c2ccc(C(C)C)cc2)n1 | -8%

(further entries)
SMILES | Pf Dd2 inh
O=C(Nc1ccccc1C(=O)OCc1cc(=O)n2ccsc2n1)c1cccc(F)c1 | 47%[activator]
Cn1nccc1C(=O)N1CC(N(C2CCOCC2)S(C)(=O)=O)C1 | -5%
O=C(C[C@@H]1CCNC[C@@H]1Cc1cc(COc2ccccc2)on1)N1CCOCC1 | ?
Cn1nccc1C(=O)N1CCC(c2noc(-c3ccncc3)n2)C1 (stereo unspecified) | 9%[5.79 µM]
COc1ccc(C(=O)NCC(c2cccnc2)N2CCN(c3ccc(F)cc3)CC2)cc1 (stereo unspecified) | ?
CC(C)c1noc(-c2cn(C3CCN(C(=O)c4cccc(Cl)c4)C3)nn2)n1 (stereo unspecified) | i
Cc1cccc(C(=O)NCC(=O)OCc2cc(=O)n3nc(C4CCCCC4)sc3n2)c1 | 11%
CCC(=O)N1c2nc(-c3ccco3)nn2C2(CCCCC2)[C@@H]2CCCC[C@@H]21 | ?
O=C(Nc1cccc(O)c1)c1cc(-c2ccccc2F)no1 | -13%
COc1ccc(N2CC(C(=O)N3CCN(Cc4ccccc4)CC3)NC2=O)cc1 (stereo unspecified) | 15%
CCN(CC)C(=O)[C@@H]1C[C@H](NC(=O)c2ccc[nH]2)CN1Cc1ccncc1 | ?
Cc1ccccc1NC(=O)c1cnc2c(c1)N(C(=O)Cc1cn(C)c3ccccc13)CCC2 | ?
O=C(c1csc(N2CCN(c3ccccc3)CC2)n1)N1CCN(c2ccccn2)CC1 | ?
O=C(Nc1cc(C(F)(F)F)ccc1Cl)c1cc(-c2cccs2)nc2ccccc12 | 97%[activator]
CCOC(=O)c1c(S(=O)(=O)N2CCC(C(=O)NCc3ccc(F)cc3)CC2)c(C)n(C)c1C | i
COc1ccc(C(=O)N2CCC3(C2)C(=NC2CCCCC2)NC(=O)N3c2cccnc2)cc1 (stereo unspecified) | 19%
CN(CCc1ccccn1)[C@H]1[C@@H]2OC[C@@H](O2)[C@@H](NCc2ccc3c(c2)OCO3)[C@@H]1O | -9%[44.1 µM]
COc1ccc(-c2[nH]nc3nc(-c4cc(Br)ccc4OC)cc(C(=O)O)c23)cc1 | 38%[activator][0.594 µM]
OC1(CNCCc2nc(-c3cccnc3)n[nH]2)CNCCOC1 (stereo unspecified) | -18%
Cc1ccc(C(=O)N2CCCC(N)CC2)cc1N1CCNC1=O (stereo unspecified) | -12%
CC(C)NC(=O)N1CCC(Oc2ccccc2)C1 (stereo unspecified) | i
CCN(CC)C(=O)Cn1c(=O)cc(C)c2c(C)nn(-c3cccc(Cl)c3C)c21 | 9%
COc1ccc(NC(=O)N2CCC(Oc3ncccc3C(=O)N3CCOCC3)C2)cc1F (stereo unspecified) | 27%
CCN(CC)C(=O)CC[C@@H]1CNC(=O)[C@@H]2C[C@H](NC(=O)Nc3ccccc3)CN12 | 5%[44.1 µM]
COc1ccc(F)cc1S(=O)(=O)NCCc1sc2nc(-c3ccc(F)cc3)nn2c1C | i
CCN1C(=O)COC[C@@H]1[C@H](O)c1ccc(NC(=O)COC)cc1 | 14%[44.1 µM]
O=C1Nc2ccccc2C12CN(S(=O)(=O)c1cccs1)C2 | -6%
CC(C)(C)n1nnnc1C1CC2(CCOCC2)C(=O)N1Cc1cc(F)ccc1F (stereo unspecified) | i
COc1cc2ccccc2cc1C(=O)Nc1ccc2oc(-c3cccc(C)c3)nc2c1 | ?
CC(C)(C)c1ccc(C(=O)N2CCC(c3noc(-c4ccc(S(=O)(=O)N5CCCC5)cc4)n3)CC2)cc1 | ?
COC(=O)C1CCN(C(c2ccccc2)c2sc3nc(-c4ccco4)nn3c2O)CC1 (stereo unspecified) | 1%
O=C1CCN(C(=O)C2CCN(C(=O)C3CCC3)CC2)CCCCCCN1 | -17%
COC(=O)C(=O)N1CC[C@@H]2[C@H]1C(=O)N(C(C)C)C(=O)N2Cc1cccc(F)c1 | 16%[44.1 µM]
O=c1n(Cc2ccc(F)cc2Cl)nc2n1CCCCC2 | 14%
COc1cccc(OCCN(C)Cc2cn(-c3ccccc3)nn2)c1 | 5%
COc1ccc(-c2nc3c(c(=O)[nH]2)CCN(C(=O)Cc2c[nH]c4ccccc24)C3)cc1 | ?
CCCn1ccnc1CN1CCCn2nc(-c3nc4ccccc4n3C)cc2C1 | ?
CC(CCc1ccccc1)NC(=O)CSc1n[nH]c(-c2ccccc2)n1 (stereo unspecified) | -9%
CCc1noc(-c2cn(C3CCN(C(=O)c4cccc(Cl)c4)C3)nn2)n1 (stereo unspecified) | -16%
O=C(NC1CCCc2c1[nH]c1ccccc21)c1ccco1 (stereo unspecified) | ?
CC(C)N1CCN(C2CCN(c3ccc4c(c3)OCO4)CC2)CC1CCO (stereo unspecified) | -15%
COc1ccc(Cl)cc1NC(=O)CSc1nc(=O)[nH]c2c1CCC2 | ?
COc1cccc(C(=O)N2CCC(n3c(=O)[nH]c4ccccc43)CC2)c1 | 11%
COc1ccc(N(CC(=O)Nc2cccc(Cl)c2C)S(=O)(=O)c2c(C)nn(C)c2C)cc1 | -14%
CCOc1ccc(N(CC)S(=O)(=O)N2CCCC(C(=O)Nc3cc(Cl)ccc3C)C2)cc1 (stereo unspecified) | ?
COc1ccccc1CNc1ccc(-c2nc(-c3ccncc3)no2)cc1[N+](=O)[O-] | ?
COc1ccc(-c2cc(C(=O)Nc3c(C(=O)c4ccc(Cl)cc4)oc4ccccc34)no2)cc1 | 12%
Cc1ccnc(NS(=O)(=O)c2ccc(NC(=O)C(C)(C)Oc3ccc(Cl)cc3)cc2)n1 | i
COc1cccc(C(=O)N2CCC(C(=O)Nc3cccc(Cl)c3)CC2)c1 | 11%
O=C(Cc1ccc(F)cc1)NC1CCN(c2cc(C(F)(F)F)ncn2)CC1 | 106%[activator]
COc1cccc([S+](=O)([O-])N2CCCC3(CC(c4ccccc4)=NO3)C2)c1 (stereo unspecified) | 6%
COc1ccccc1C(=O)N1CCC2(CC1)CN(c1ncccn1)CC2CO (stereo unspecified) | -6%
CCOC(=O)c1cccc(NC(=O)Cn2nc3c(cc2=O)CCCC3)c1 | 4%
CN(C)c1ccc(C(CNC(=O)c2ccccc2F)N2CCc3ccccc32)cc1 (stereo unspecified) | -16%
CC(=O)c1ccccc1NS(=O)(=O)c1cc2c(cc1C)NC(=O)CO2 | i
CCS(=O)(=O)N1CCc2cc(C(=O)N3CCN(c4cccc(C(F)(F)F)c4)CC3)ccc21 | -7%
CCC(CC)C(=O)N1C[C@@H]2OCC(=O)N(CC3CC3)[C@@H]2C1 | -5%[44.1 µM]
CC(C)c1ccc(S(=O)(=O)N2C[C@@H](F)C[C@H]2C(=O)N2CCOCC2)cc1 | -19%
CCc1ccc(C(=O)N2CCC(c3n[nH]c(=O)n3Cc3ccc(C)cc3)CC2)cc1 | ?
CCc1ccc(-n2nc(C)c3c2NC(=O)CSC3c2ccc(C(=O)OC)cc2)cc1 (stereo unspecified) | i

Next part:
SMILES | Pf Dd2 inh
O=C(NCC1CN(C(=O)Cc2ccc3c(c2)OCO3)CC12CN(c1ccccc1)C2)c1ccccc1 (stereo unspecified) | i
COCCCNC(=O)c1ccc(N2CC3CC(C2)[C@H]2CCCC(=O)N2C3)nc1 (stereo partly specified) | -23%
CCOC(=O)c1c(-c2ccccc2)csc1NC(=O)c1nc(S(=O)(=O)CC)ncc1Cl | ?
Cc1ccc(OCC(=O)Nc2ccc3nc(SCC(=O)N4CCCC4)sc3c2)cc1 | i
COc1cccc(N2CCN(C(=O)c3ccc(CS(=O)c4cccc(Cl)c4)o3)CC2)c1 (stereo unspecified) | -8%
CCCS(=O)(=O)N1CC(c2noc(C3CCCN3CC3CC3)n2)C1 (stereo unspecified) | -16%
O=C(NCc1ccncc1)C1CN(Cc2cccnc2)CC12CCOCC2 (stereo unspecified) | 8%
O=C(CC1COCCN1)N1CCN(C/C=C/c2ccccc2)CC1 (stereo unspecified) | ?
Cc1ccccc1NC(=O)c1cc2sccc2n1Cc1ccc(F)cc1 | i
COc1ccccc1N1CCN(C(=O)Cc2c(C(=O)O)c(C)cn2C)CC1 | 7%
Cc1cn2nc(C(=O)NCc3ccc(C(F)(F)F)cc3)cc2c(N2CCCC2)n1 | -18%
Cc1cc(C(=O)N[C@@H]2CCC[C@@H](C(=O)NC3CC3)CC(=O)N(C)C2)nn1C | 21%[44.1 µM]
CCN1CCc2nc3sc(C(=O)Nc4cccc(Cl)c4C)c(N)c3cc2C1 | ?
COc1ccc2[nH]c3c(c2c1)CCN(C(=O)CCC1CCCC1)C3c1ccc(F)cc1 (stereo unspecified) | ?
CCc1ccccc1NC(=O)CSc1ncc2c(n1)-c1cc(Cl)ccc1N(Cc1ccccc1)S2(=O)=O | ?
CC(C)CCNC(=O)c1cccnc1N1CC2CC(C1)[C@H]1CCCC(=O)N1C2 (stereo partly specified) | -8%
COC(=O)N1CCCN(c2nc3ncccc3o2)CC1 | ?
Cc1ccc(CNC(=O)NCCc2ncc(C)n2CC2CC2)cc1 | -22%
COC(=O)c1ccc(NC(=O)c2cc3cc4ccc(OC)c(Cl)c4nc3s2)cc1 | i
COc1ccc(C(=O)N2CCN(c3nnc4cccc(C)n34)CC2)cc1F | ?
CN(C)[C@H]1CCCCN(C(=O)c2cn(CCN3CCNCC3)nn2)C1 | -1%
CCOc1ccc(OCC)c(NS(=O)(=O)c2cc(-c3cc(C)no3)ccc2C)c1 | 8%
Cc1ccc(C(=O)N2CCC(c3n[nH]c(=O)n3Cc3ccc(F)cc3)CC2)cc1C | ?
COc1ccc(NC(=O)O[C@@H]2CO[C@H]3[C@@H]2OC[C@@H]3NS(=O)(=O)c2ccccc2C#N)cc1 | i
O=C(COc1ccccc1)N1CC(CNc2cccnc2)C2(C1)CN(c1ccccc1)C2 (stereo unspecified) | ?
CCCS(=O)(=O)N1CCCC(C(=O)NCc2ccccc2)CCNC(=O)CC1 (stereo unspecified) | 26%
CC(C)CS(=O)(=O)c1oc(-c2ccc(F)cc2)nc1S(=O)(=O)c1ccccc1 | ?
CC1(C(=O)NCc2ccco2)CN(Cc2ccccc2)Cc2ccc(N3CCOCC3)nc21 (stereo unspecified) | ?
Cc1ccc(C)c(CN2CCC(CNC(=O)C(CC(C)C)N3Cc4ccccc4C3=O)CC2)c1 (stereo unspecified) | ?
C[S+](=O)([O-])N1Cc2ccccc2CC2(CCCN2Cc2ccncc2)C1 (stereo unspecified) | 6%

A portion of the library, so the mix of outcomes need not match the whole.
